Screening data from PubChem.
FUS yeast rescue – qHTS for Suppressors of FUS Proteinopathy: Primary screen using FUS-linked yeast assay. S. cerevisiae FUS-expressing, growth rescue, OD600, 24 h. Potency, µM (doses to about 76.6 µM), for the others: top-dose growth rescue (activation), actives largely listed as activators. 0.24% of 390,000 active;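 also: potency is read from the fitted curve at half-maximal effect; plate controls were DMSO vehicle for no effect and reference control for full effect; nearly all actives have a fitted effect of over 55% in size; some results filed as inactive show a strong effect at the top dose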
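Read-out: OD at 600 nm after 24hr at 30C, reporting rescue of FUS-induced yeast toxicity. Cells at OD 0.005 in galactose (2%) minimal medium; compounds tested in a dilution series; CP55940 titration from 92uM final as control.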
aSyn rescue – qHTS of alpha-syn Inhibitors. 0.14% of 370,000 active. Potency, µM (doses to about 46.1 µM), for inactives: top-dose growth rescue (activation), most hits filed as activators. Yeast expressing alpha-synuclein, growth rescue, BacTiter-Glo, 24 h; also: potency is read from the fitted curve at half-maximal effect; % of control where 0% means no effect; nearly all actives have a fitted effect of over 65% in size
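Readout is rescue of growth in alpha-synuclein-expressing yeast, so inhibitors of toxicity appear as activators. Growth after 24 hr at 30 deg C in galactose medium is quantified by luminescence.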
EPAC1 agonist – qHTS for Agonist of cAMP-regulated guanine nucleotide exchange factor 3 (EPAC1): primary screen | EPAC1 agonist qHTS, biochemical assay; response scale: 100% = response to 6.5 mM cAMP | 0.073% of 360,000 active | Rap guanine nucleotide exchange factor 3 (Homo sapiens), O95398 | Potency, µM (doses to about 154 µM), for the others: at the top dose activation, actives largely listed as activators; also: potency is read from the fitted curve at half-maximal effect; nearly all actives have a fitted effect of over 60% in size
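Nucleotide exchange by EPAC1 (100 nM) on Rap1B–BODIPY-GDP (250 nM) in the presence of 50 uM GDP is tracked fluorescently at 480/540 nm over 30 min. Signals are normalized to a 6.5 mM cAMP control.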
EPAC1 antag – qHTS for Antagonist of cAMP-regulated guanine nucleotide exchange factor 3 (EPAC1): primary screen; 0.14% of 360,000 active; Potency, µM (top dose mostly 115 µM), inactives show at the highest dose activity change, negative = inhibition, actives largely listed as inhibitors; AID 720709, 2013; EPAC1 GEF assay, Rap1b-BODIPY-GDP exchange fluorescence;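 also: potency is read from the fitted curve at half-maximal effect; plate controls were vehicle for no effect and positive control for full effect; nearly all actives have a fitted effect of over 50% in size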
PLK1 PBD inh – qHTS for Inhibitors of PLK1-PDB (polo-like kinase 1 - polo-box domain): Primary Screen; AID 720504, 2013; Plk1 PBD binding of FITC phosphopeptide, fluorescence polarization; Serine/threonine-protein kinase PLK1 (Homo sapiens), P53350; Potency, µM, for the others: max response, negative = inhibition, hits mostly inhibitors; 2.8% of 360,000 active; also: potency is read from the fitted curve at half-maximal effect; series mostly up to about 57 µM; % is scaled to controls: 0 for no effect and ±100 for the full control effect; nearly all actives have a fitted effect of over 65% in size
Target sequence (P53350 whole entry, looked up, the tested form may be a part): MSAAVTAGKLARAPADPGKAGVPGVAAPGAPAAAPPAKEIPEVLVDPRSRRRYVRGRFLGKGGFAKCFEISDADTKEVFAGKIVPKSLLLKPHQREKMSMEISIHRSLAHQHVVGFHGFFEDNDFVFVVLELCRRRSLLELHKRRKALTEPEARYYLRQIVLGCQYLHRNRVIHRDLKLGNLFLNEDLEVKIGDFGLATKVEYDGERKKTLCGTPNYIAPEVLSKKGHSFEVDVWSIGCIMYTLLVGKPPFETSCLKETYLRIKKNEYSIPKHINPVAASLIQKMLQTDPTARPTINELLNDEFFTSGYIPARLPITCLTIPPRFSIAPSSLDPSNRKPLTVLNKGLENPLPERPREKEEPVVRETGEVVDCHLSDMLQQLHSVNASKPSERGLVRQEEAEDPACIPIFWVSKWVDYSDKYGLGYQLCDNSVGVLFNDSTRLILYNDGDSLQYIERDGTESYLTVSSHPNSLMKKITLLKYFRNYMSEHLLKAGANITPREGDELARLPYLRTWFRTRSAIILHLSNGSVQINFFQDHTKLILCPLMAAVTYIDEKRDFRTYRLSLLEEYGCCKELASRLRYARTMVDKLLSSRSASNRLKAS
IL2 activator – qHTS of IL-2 Activators; IL-2 activation reporter assay, cell-based qHTS; stimulated with anti-CD3/CD4/CD28 beads; in transgenic mouse T cells; activation, % (series mostly up to about 46 µM); 0.065% of 360,000 active; in the data active = activation above about 50%; inconclusive = mostly about 30% to 49%; also: 0% is about no effect
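Screening format: compound pinned onto unstimulated transgenic mouse T cells, 60 min incubation, then anti-CD3/anti-CD4/anti-CD28 bead stimulation for 18 hours at 37 degrees C, followed by EGFP and DsRed detection.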
Abeta yeast res – qHTS for compounds that reverse cellular toxicity of Amyloid beta (A-beta) peptide in yeast: Primary Screen | yeast expressing A-beta42, growth rescue, OD600, 48 h; response scale: 0% DMSO, 100% iron-clioquinol control | Potency, µM (doses to about 46.1 µM), for the others: top-dose growth rescue, usual class: activators | 0.063% of 410,000 active | AID 1347071, 2019; also: potency is read from the fitted curve at half-maximal effect; nearly all actives have a fitted effect of over 55% in size
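Yeast growth medium received pinned compounds, then yeast cells expressing toxic A-beta were added; plates incubated at 30 C for 48 hr. Growth read as absorbance at 600 nm, normalized to DMSO and equimolar FeCl3 plus clioquinol controls.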
WRN inhibitor – qHTS for Inhibitors of WRN Helicase | WRN helicase unwinding, fluorescent forked duplex, kinetic | 0.46% of 360,000 active | Potency, µM (doses to about 114 µM), inactives show at the top dose activity change, negative = inhibition, most hits filed as inhibitors | Bifunctional 3'-5' exonuclease/ATP-dependent helicase WRN (Homo sapiens), Q14191 | AID 651768, 2012; also: potency is read from the fitted curve at half-maximal effect; % is scaled to controls: 0 for no effect and ±100 for the full control effect; nearly all actives have a fitted effect of over 55% in size
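Enzyme (20 nM final) and test compound sit together 15 min at room temperature before substrate addition. Substrate is a single-forked duplex oligonucleotide (100 nM) labelled with fluorophore and quencher, with 2 mM ATP; helicase unwinding raises red fluorescence, read kinetically.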
PI5P4K alpha inh – qHTS for Inhibitors of phosphatidylinositol 5-phosphate 4-kinase (PI5P4K). 1.2% of 330,000 active. AID 652105, 2013. Phosphatidylinositol 5-phosphate 4-kinase type-2 alpha (Homo sapiens), P48426. PI5P4Kalpha enzyme, ADP-Glo luminescence, 60 min; stronger effect = lower value. max response, %; active = max response of -50% or lower; inconclusive = between -30% and -50%; inactive = -30% or higher; also: value at the top dose of about 77 µM; % is scaled to controls: 0 for no effect and ±100 for the full control effect
Target sequence (P48426 whole entry, looked up): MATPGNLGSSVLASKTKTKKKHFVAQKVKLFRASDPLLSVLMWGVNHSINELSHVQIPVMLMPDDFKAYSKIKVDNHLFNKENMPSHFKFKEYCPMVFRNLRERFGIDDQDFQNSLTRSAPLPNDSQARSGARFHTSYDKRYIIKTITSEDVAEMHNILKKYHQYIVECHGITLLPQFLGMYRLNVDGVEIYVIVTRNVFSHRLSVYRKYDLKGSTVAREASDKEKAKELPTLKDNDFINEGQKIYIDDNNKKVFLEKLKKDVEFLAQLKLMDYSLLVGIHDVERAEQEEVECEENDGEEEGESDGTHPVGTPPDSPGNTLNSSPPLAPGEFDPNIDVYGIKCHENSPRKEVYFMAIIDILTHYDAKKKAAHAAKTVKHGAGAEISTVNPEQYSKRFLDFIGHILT
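Single end-point luminescence (ADP-Glo) quantified ADP from PI5P4Kalpha turnover; ATP 5 microM final, 1 h at RT, 0.1% CHAPS and 0.28 mM EGTA in HEPES pH 7.4.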
The depositor's hits bear a star; ? = inconclusive; nt = no result given; & = joins results of further samples; [ ] = another dose, or the depositor's remark. Unless noted, calls follow the shape of the dose curve; as a rule, active = well fitted curve in the direction sought with a large enough effect; inconclusive = small, poorly fitted or top-dose-only effect, or another doubt; inactive = no such curve, though single readings can be large; an effect the other way counts as inactive or inconclusive.

Value order – PI5P4K alpha inh, FUS yeast rescue, EPAC1 agonist, Abeta yeast res, IL2 activator, EPAC1 antag, PLK1 PBD inh, aSyn rescue, WRN inhibitor
Cc1ccc(-c2cc(C(=O)Nc3c(C#N)cnn3C)no2)cc1
 : nt, 42%, -4%, -9%, -0.4, 17%, -5%, -7%, -5%
CN(Cc1ccccc1)Cc1nc2c([nH]1)c(=O)[nH]c(=O)n2C
 : -3, 16%, -1%, 13%, -1.0, 7%, -6%, -11%, -8%
CCn1nc(C)c(NC(=O)/C=C/c2ccc(OC)c(COc3ccc(Cl)cc3Br)c2)c1C
 : 21, nt, 3%, 2%, -0.2, ?, -9%, -2%, -10%
CC(C)(C)[C@H]1C=C(C(=O)N2CCN(Cc3ccccc3)CC2)O[C@@H](OCCCCO)C1
 : ?, -1%, -4%, -5%, -0.3, -5%, -6%, -8%, -5%
COc1ccc(CCNC(=O)c2ccc3nc(-c4ccco4)c(-c4ccco4)nc3c2)cc1OC
 : -55*, ?, 10%, 0%, -1.6, ?, 27µM*, -1%, 35µM*
Cc1ccccc1CN1CCN(CC2CC2)CC1CCO (configuration not stated)
 : 10, -4%, -15%, -3%, -0.4, 2%, -7%, 4%, -1%
O=C(O)c1cccc(S(=O)(=O)N2CCN(c3ccccn3)CC2)c1
 : 0, -9%, 7%, 6%, -3.3, 3%, -14%, 0%, 4%
CC(C)(C)C(=O)Nc1cc2nn(-c3ccccc3)nc2cc1Cl
 : 8, ?, 5%, -16%, -1.6, -4%, 1%, -14%, -13%
CCc1nnc(N2C(=O)c3cccc4cccc(c34)C2=O)s1
 : 4, 0%, 6%, -22%, 1.2, 0%, -5%, -11%, -11%
COc1cc(Cl)c(C)cc1NC(=O)CN1CCN(C(=O)c2cccs2)CC1
 : 3, 3%, 6%, -16%, -3.9, -5%, -3%, -2%, 10%
O=C(O)/C=C/C(=O)NNC(=O)c1ccccc1Br
 : nt, 7%, 10%, -4%, -3.3, 19%, -7%, 11%, 10%
Cc1cc(C)cc(N(C(=O)c2cc3ccccc3oc2=O)C2C=CS(=O)(=O)C2)c1 (configuration not stated)
 : -4, nt, -6%, 6%, -1.9, 1%, -1%, 0%, -8%
COc1cc2nc(N(CCN(C)C)C(=O)c3ccc4ccccc4c3)sc2cc1OC
 : 0, -1%, -6%, -14%, -1.1, -24%, ?, 8%, -13%
Cc1cc(Br)ccc1OCCn1ccnc1
 : 0, nt, -2%, -3%, -0.6, 3%, -8%, 1%, -33%
COc1cccc(C(=O)NCCSCc2c(F)cccc2Cl)c1
 : 2, 11%, 10%, -4%, 0.2, -6%, 21µM*, 13%, -26%
O=C(CSc1nnc(CNc2ccc(F)cc2)o1)c1ccccc1
 : -2, -2%, -12%, -14%, -5.0, 6%, -6%, -5%, -5%
O=C(c1ccc(Cl)c(S(=O)(=O)NCc2ccco2)c1)N1CCN(c2ccc(F)cc2)CC1
 : 1, 17%, -5%, -11%, -0.4, -7%, -8%, 9%, -5%
COc1cccc(/C=C/C(=O)OCC(=O)Nc2cccc(S(=O)(=O)N3CCOCC3)c2)c1OC
 : -6, 23%, 7%, -7%, -0.8, -22%, -16%, -3%, -3%
CCOc1ccccc1NC(=O)CCC(=O)Nc1ccccc1OCC
 : 1, 2%, 1%, 6%, -0.4, 1%, -22%, -3%, 0%
Cc1ccccc1NC(=O)CN1C(=O)S/C(=C\c2cccn2-c2cccc(C(=O)O)c2)C1=O
 : -4, ?, 2%, -11%, 0.0, 3%, ?, -4%, ?
CC(C)(CC(=O)c1ccccc1)CC(=O)c1ccccc1
 : -1, nt, -5%, -7%, 0.5, 5%, 0%, 6%, 0%
O=C(Cn1cc(C(=O)C(F)(F)F)c2ccccc21)Nc1ccccc1F
 : 1, -16%, 3%, 13%, -0.7, 9%, -4%, 8%, 0%
Cc1cc2occ(CC(=O)NC3CCCc4ccccc43)c2cc1C (configuration not stated)
 : -1, 6%, 1%, -2%, -2.2, -2%, -18%, 4%, 3%
CC(C)CNS(=O)(=O)c1ccc(CCC(=O)N2CCCC2)cc1
 : -3, 4%, -9%, 3%, -1.4, -11%, -1%, -7%, -9%
O=C(NCc1ccccc1Cl)c1ccc2c(=O)n(CC3CCCO3)c(=S)[nH]c2c1 (configuration not stated)
 : -8, -2%, 5%, -4%, 1.8, 2%, -1%, 5%, 1%
COc1ccc(C(O)c2nccn2C)cc1 (configuration not stated)
 : nt, 28%, 9%, -21%, -1.2, -5%, -9%, -18%, 1%
Nc1cccnc1Oc1ccc(F)cc1
 : 3, 8%, 6%, -10%, 0.7, -4%, -2%, 4%, 13%
CC1(C)CC(=O)CC2(C1)NCC(c1ccccc1)c1c2[nH]c2ccccc12 (configuration not stated)
 : -8, 7%, -2%, -1%, -3.2, -4%, -2%, 5%, -11%
O=c1c(Cc2ccc(F)cc2)c(O)ccn1Cc1ccc(Cl)cc1Cl
 : 5, -19%, 0%, 16%, 0.6, -1%, -3%, 8%, 3%
O=C(O)[C@H]1CCCC[C@H]1C(=O)Nc1cc([N+](=O)[O-])ccc1F
 : -9, nt, 1%, 0%, 3.4, 3%, 4%, 1%, -13%

Complete entries from above. Order of screens: PI5P4K alpha inh	FUS yeast rescue	EPAC1 agonist	Abeta yeast res	IL2 activator	EPAC1 antag	PLK1 PBD inh	aSyn rescue	WRN inhibitor
Listed for CC1(C)CC(=O)CC2(C1)NCC(c1ccccc1)c1c2[nH]c2ccccc12 (configuration not stated) → -8	7%	-2%	-1%	-3.2	-4%	-2%	5%	-11%
Listed for Cc1ccccc1NC(=O)CN1C(=O)S/C(=C\c2cccn2-c2cccc(C(=O)O)c2)C1=O → -4	?	2%	-11%	0.0	3%	?	-4%	?
Listed for O=C(O)/C=C/C(=O)NNC(=O)c1ccccc1Br → nt	7%	10%	-4%	-3.3	19%	-7%	11%	10%
Listed for COc1ccc(C(O)c2nccn2C)cc1 (configuration not stated) → nt	28%	9%	-21%	-1.2	-5%	-9%	-18%	1%

Other records
Value order – PI5P4K alpha inh, FUS yeast rescue, EPAC1 agonist, Abeta yeast res, IL2 activator, EPAC1 antag, PLK1 PBD inh, aSyn rescue, WRN inhibitor
CCN(CCC(=O)Nc1cc(OC)cc(OC)c1)Cc1ccccc1
 : 9, 27%, 6%, 8%, 1.4, -6%, -1%, 7%, -11%
CCC(C)NC(=O)c1ccccc1NC(=O)C1COc2ccccc2O1 (configuration not stated)
 : 5, 8%, 4%, -4%, 0.2, -2%, -1%, -1%, -5%
Cc1ccc(N2C(=O)CSC23C(=O)Nc2ccccc23)cc1 (configuration not stated)
 : 2, 19%, -15%, 3%, -0.2, 5%, -6%, 1%, 0%
Cc1cccc(NC(=S)NC(=O)CCc2ccccc2)c1
 : -4, -16%, 7%, 11%, -0.4, -6%, -5%, 0%, -3%
COc1ccc(NC(=O)Cn2c(=O)n(CC3CCCO3)c(=O)c3cc(OC)c(OC)cc32)c(OC)c1 (configuration not stated)
 : 0, 2%, -12%, 1%, -2.7, -2%, -5%, -5%, -6%
COc1ccc(O)c(/C=N/NS(=O)(=O)c2ccc(C)cc2)c1
 : 4, 14%, 0%, 30%, -1.6, -6%, -12%, 11%, 9%
Cc1ccc(P(=O)(c2ccc(C)cc2)[C@@H](NC(c2ccccc2)c2ccccc2)c2ccccc2)cc1
 : 1, ?, -3%, -5%, -0.6, -14%, -6%, -3%, -9%
CCC(C(=O)NC1CCCCC1)n1c(SCc2cccc(C)c2)nc2ccncc21 (configuration not stated)
 : -10, 25%&16%, -10%, -12%&-2%, -4.0, 17%, -4%, -4%, 10%
CCCOc1ccc(N2C(=O)CC(SCCN)C2=O)cc1 (configuration not stated)
 : -4, 37%, -7%, -23%, -3.2, 8%, -17%, -5%, 1%
O=C(CCNS(=O)(=O)c1ccccc1F)N1CCN(S(=O)(=O)c2cccc(F)c2)CC1
 : 4, 25%, 4%, 6%, 1.6, -2%, 0%, -12%, -5%
CCNC(=O)Cc1ccc(S(=O)(=O)N2CCOCC2)s1
 : -12, 21%, 6%, -3%, -0.4, 12%, -1%, -6%, 1%
O/N=C(\c1ccccc1)C(O)c1ccccc1 (configuration not stated)
 : -4, 1%, 8%, -13%, -2.0, -23%, -7%, -10%, 4%
CCOC(=O)[C@H]1[C@H]2COc3ccc(C)cc3[C@@H]2N2C(=O)c3cc(Br)ccc3NC(=O)[C@@]12C
 : 3, ?, 0%, ?, 0.1, -16%, 1%, 12%, 1%
NC(=O)c1nsc(C(=O)N(c2ccc(F)cc2)C(C(=O)NC2CCCC2)c2ccncc2)c1N (configuration not stated)
 : 4, 4%, -16%, -14%, 1.7, -14%, 1%, -2%, -7%
Cc1ccc(-n2nnnc2SCC(=O)NC2CC2)cc1C
 : 5, 4%, 2%, 7%, 1.9, 4%, 0%, 1%, -3%
Cc1ccc2nc(C)cc(C(=O)OCC(=O)Nc3cccnc3Cl)c2c1
 : -1, 3%, -11%, -18%, -0.2, 5%, -1%, 0%, -4%
CC(C)(C)CNC(=O)C1(C)CCN1C(=O)Cc1ccc(-c2ccccc2)cc1 (configuration not stated)
 : 8, 39%, -11%, 11%, -0.4, -7%, -2%, ?, 0%
Cc1ccc(Cn2nnc(C(=O)Nc3cc(C)ccc3C)c2N)cc1
 : nt, 9%, 8%, 5%, -2.4, 5%, -7%, -2%, 8%
COc1ccc(/C=C/C(=O)O)cc1S(=O)(=O)N1CCc2ccccc21
 : ?, 39%, 2%, -1%, -1.8, -7%, -7%, -1%, -4%[11.6 µM]
